TEAD-YAP block – TEAD-YAP interaction inhibition; HEK-TIYL cells, TEAD-Gal4/YAP UAS-luciferase luminescence; inhibition, % at 9.12 µM; 1.4% of 640,000 active; AID 1259422; in the data active means inhibition above about 32%;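 further: 0% = median of test compound wells and 100% = reference inhibitor wells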
MITF primary – inhibitors of human MITF; O75030; AlphaScreen MITF homodimerization, bead proximity signal; inhibition, % at 2.6 µM; 0.91% of 650,000 active; in the data active means inhibition above about 50%;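 further: 0% = vehicle wells with protein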
GPR151 activ – activates the human receptor GPR151; Q8TDV0; PathHunter beta-arrestin GPR151 cells, luminescence; activation, % at 11.2 µM; 1% of 650,000 active; AID 1508602; in the data active means activation above about 4.9%;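 further: 0% = median of compound wells and 100% = cells with positive control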
FBW7 activator – human FBW7 E3 ligase activation, primary screen; AlphaScreen FBW7–phospho-cyclin E peptide binding, activator screen; normalized activity (activation), % at 26.1 µM; 0.13% of 650,000 active; in the data active means normalized activity above about 1.9%;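 further: purified mutant Fbw7 with reduced substrate affinity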
Target sequence (Q969H0 whole entry, looked up): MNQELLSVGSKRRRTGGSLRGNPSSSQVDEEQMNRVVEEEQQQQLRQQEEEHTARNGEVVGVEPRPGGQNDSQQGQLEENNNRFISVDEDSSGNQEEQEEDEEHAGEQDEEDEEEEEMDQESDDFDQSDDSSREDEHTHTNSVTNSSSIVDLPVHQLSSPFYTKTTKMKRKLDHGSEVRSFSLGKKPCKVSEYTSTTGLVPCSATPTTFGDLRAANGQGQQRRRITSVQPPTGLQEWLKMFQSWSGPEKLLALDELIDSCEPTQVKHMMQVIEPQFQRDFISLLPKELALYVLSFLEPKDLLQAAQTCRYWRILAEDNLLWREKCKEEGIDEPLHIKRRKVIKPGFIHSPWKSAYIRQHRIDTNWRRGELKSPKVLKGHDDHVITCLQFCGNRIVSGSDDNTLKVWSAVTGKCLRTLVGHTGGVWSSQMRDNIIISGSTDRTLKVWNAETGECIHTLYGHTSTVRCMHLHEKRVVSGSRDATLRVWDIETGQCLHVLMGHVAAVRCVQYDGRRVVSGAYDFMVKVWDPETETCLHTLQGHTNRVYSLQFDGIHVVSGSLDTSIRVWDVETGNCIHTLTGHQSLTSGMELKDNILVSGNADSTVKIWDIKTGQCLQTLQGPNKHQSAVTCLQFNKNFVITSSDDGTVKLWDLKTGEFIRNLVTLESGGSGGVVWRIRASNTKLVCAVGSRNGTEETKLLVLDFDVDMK
Active calls of the source: *.

For COc1ccc2cc(C#N)c(SCC(=O)N3CCN(c4ccccc4OC)CC3)nc2c1 the results were TEAD-YAP block -4, MITF primary -6, GPR151 activ 0.7 and FBW7 activator -0.1.
`CCOC(=O)c1cc(S(=O)(=O)NCc2ccc3c(c2)OCO3)cn1C` gave TEAD-YAP block 3, MITF primary 11, GPR151 activ -0.5 and FBW7 activator 0.1.
For O=[N+]([O-])c1ccc2[nH]c3c(c2c1)CCCC3 the results were TEAD-YAP block -2, MITF primary -5, GPR151 activ 3.7 and FBW7 activator -0.3.
COc1ccc(-c2nc3sc(CCNC(=O)C(=O)Nc4ccc(C)cc4)c(C)n3n2)cc1 was read as TEAD-YAP block -42, MITF primary 2, GPR151 activ -1.1 and FBW7 activator 0.0.
`CSc1nnc2c(n1)OC(c1c(C)cc(C)cc1C)Nc1ccccc1-2` (configuration not stated) gave TEAD-YAP block -2, MITF primary 5, GPR151 activ -0.8 and FBW7 activator 0.1.
COc1ccc2c(C)nc(N3CCC(N(C)C4CCOCC4)CC3)nc2c1 was read as TEAD-YAP block 7, MITF primary 11, GPR151 activ 0.0 and FBW7 activator 0.3.
`Cc1cc(NCCN2CCOCC2)nc(N2CCc3ccccc3C2)n1` gave TEAD-YAP block 1, MITF primary -3, GPR151 activ 2.2 and FBW7 activator 0.2.
For CSc1ccc(CN2C(=O)C(C)Sc3ccc(C#N)cc32)cc1 (configuration not stated) the results were TEAD-YAP block 5, MITF primary 11, GPR151 activ 0.0 and FBW7 activator 0.1.
Screening O=C(/C=C/c1ccccc1)N1CCC(c2ccccc2)CC1 returned TEAD-YAP block 5, MITF primary 0, GPR151 activ 1.3 and FBW7 activator 0.1.
Screening O=C(c1ccc(Cn2c(=S)[nH]c3cc4c(cc3c2=O)OCO4)cc1)N1CCN(c2ccc(Cl)cc2)CC1 returned TEAD-YAP block -7, MITF primary 3, GPR151 activ -0.9 and FBW7 activator -0.2.
COc1ccc(CN2CCN(C(=O)CN3C(=S)NC(C)(C)CC3C)CC2)c(OC)c1OC (configuration not stated) was read as TEAD-YAP block -2, MITF primary 6, GPR151 activ 2.1 and FBW7 activator -0.1.
`CCCN1C(=O)/C(=C/c2cc(OC)c(OC)cc2Cl)NC1=S` gave TEAD-YAP block 0, MITF primary 11, GPR151 activ -0.2 and FBW7 activator -0.1.
Screening Nc1cccc(-n2nncc2C23CC4CC(CC(C4)C2)C3)c1 returned TEAD-YAP block 0, MITF primary -1, GPR151 activ 2.2 and FBW7 activator 0.0.
For CC(=O)C1=C(c2cccs2)N(C(C)=O)n2c(nnc2-c2ccc(Cl)cc2)S1 the results were TEAD-YAP block 16, MITF primary 10, GPR151 activ 1.8 and FBW7 activator -0.1.
Screening COc1cccc(-c2cc(C(=O)NCc3ccc(C)cc3)[nH]n2)c1 returned TEAD-YAP block -12, MITF primary 1, GPR151 activ -0.5 and FBW7 activator -0.1.
Screening Cc1nc(CSc2nc3c(sc(=S)n3-c3ccccc3)c(=O)n2-c2ccccc2)cs1 returned TEAD-YAP block -14, MITF primary -9, GPR151 activ 1.1 and FBW7 activator -0.1.
Screening CCc1ccc(NC(=O)Cn2ccn(-c3ccccc3Cl)c2=O)cc1 returned TEAD-YAP block -10, MITF primary -2, GPR151 activ -0.4 and FBW7 activator 0.0.
COc1cc(C2NC(=S)NC(C)=C2C(=O)Nc2ccc(C)cc2)ccc1O (configuration not stated) was read as TEAD-YAP block -9, MITF primary 0, GPR151 activ -2.0 and FBW7 activator -0.1.
Screening O=C(CCNS(=O)(=O)c1ccc(Br)cc1)NNC(=O)c1ccco1 returned TEAD-YAP block 0, MITF primary 5, GPR151 activ -0.3 and FBW7 activator -0.2.
Screening CC(=O)Nc1ccc(N=Cc2nc(-c3ccccc3Br)oc2O)cc1 returned TEAD-YAP block -10, MITF primary 0, GPR151 activ 1.4 and FBW7 activator 0.0.
Screening CC(C)(C)c1ccc(-c2nc(-c3ccc([N+](=O)[O-])cc3)no2)cc1 returned TEAD-YAP block 5, MITF primary -31, GPR151 activ -0.4 and FBW7 activator 0.5.
`Cc1c(CCC#N)c(-n2ccnc2C)n2c(nc3ccccc32)c1C#N` gave TEAD-YAP block -3, MITF primary 6, GPR151 activ 1.0 and FBW7 activator 0.0.
`N#Cc1cc2c(nc1N)sc1c(O)cc(=O)[nH]c12` gave TEAD-YAP block 12, MITF primary 21, GPR151 activ 0.1 and FBW7 activator 0.0.
`COc1ccccc1-n1c(SCC(=O)Nc2nc(C)cs2)nnc1-c1ccccn1` gave TEAD-YAP block 23, MITF primary -3, GPR151 activ -0.5 and FBW7 activator -0.4.
For Cc1ccc(/C=N/NS(=O)(=O)c2ccc(Br)cc2)cc1 the results were TEAD-YAP block 1, MITF primary 12, GPR151 activ 1.9 and FBW7 activator 0.0.
Screening CCCCNC(=O)CN1C(=O)NC(C)(c2cccc(Br)c2)C1=O (configuration not stated) returned TEAD-YAP block 11, MITF primary 7, GPR151 activ -2.6 and FBW7 activator 0.3.
`Cc1ccsc1/C=C(\C#N)C(=O)Nc1cccc(S(=O)(=O)N2CCCCC2)c1` gave TEAD-YAP block 2, MITF primary 5, GPR151 activ -1.3 and FBW7 activator 0.1.
COc1ccc(N2CCN(Cc3ccc(OC)cc3OC)CC2)cc1 was read as TEAD-YAP block -14, MITF primary 39, GPR151 activ -0.1 and FBW7 activator -0.2.
`CCn1c(C)[n+](CC)c2ccc(N(C)C(C)=O)cc21` gave TEAD-YAP block -11, MITF primary -3, GPR151 activ -0.4 and FBW7 activator 0.1.
COc1cccc(/C=N/NC(=O)C(=O)Nc2cccc(F)c2)c1 was read as TEAD-YAP block -10, MITF primary 6, GPR151 activ -1.1 and FBW7 activator 0.1.
`COc1ccc(OC)c(/C=C2\C(=O)NC(=O)N(c3ccccc3)C2=O)c1` gave TEAD-YAP block 3, MITF primary 11, GPR151 activ -0.3 and FBW7 activator 0.1.
For O=C(O)CCC(=O)Nc1cccc(NC(=O)CCC(=O)O)n1 the results were TEAD-YAP block -8, MITF primary 1, GPR151 activ -0.9 and FBW7 activator 0.1.
Screening Cc1ccc(CS/C(Nc2ccccc2C)=C(\C#N)C(N)=O)c(C)c1 returned TEAD-YAP block -2, MITF primary 6, GPR151 activ -1.2 and FBW7 activator -0.1.
`COc1cc([N+](=O)[O-])ccc1N1C(=O)C2C3c4ccccc4C(c4ccccc43)C2C1=O` (configuration not stated) gave TEAD-YAP block -11, MITF primary -1, GPR151 activ -0.7 and FBW7 activator -0.5.
For Cc1c(Cl)cccc1NC(=O)c1cn(C)c(=O)c2ccccc12 the results were TEAD-YAP block -12, MITF primary -3, GPR151 activ -0.5 and FBW7 activator 0.1.
O=C(O)CCNC(=O)/C(=C/c1ccc(Cl)cc1)NC(=O)c1ccco1 was read as TEAD-YAP block 4, MITF primary 4, GPR151 activ 1.3 and FBW7 activator -0.1.
For Oc1cc(/C=N\Nc2cccc3cccnc23)cc(Br)c1O the results were TEAD-YAP block -24, MITF primary 2, GPR151 activ 0.1 and FBW7 activator 0.1.
Screening CN(C)CCN(Cc1ccccc1)C(=O)[C@H](N)Cc1cccc(-c2cn[nH]c2)c1 returned TEAD-YAP block -3, MITF primary -7, GPR151 activ 1.7 and FBW7 activator 0.1.
Cc1ccc(CCNS(=O)(=O)c2ccc3c(c2)OCCN3C)cc1 was read as TEAD-YAP block 7, MITF primary 2, GPR151 activ 5.4* and FBW7 activator -0.1.
For CCN(CC)c1ccc(C2CC(=O)C3=C(C2)Nc2ccccc2NC3c2ccccc2)cc1 (configuration not stated) the results were TEAD-YAP block 5, MITF primary 14, GPR151 activ -0.4 and FBW7 activator -0.1.
CC1CCCN(c2ccc3nonc3c2[N+](=O)[O-])C1 (configuration not stated) was read as TEAD-YAP block -7, MITF primary -11, GPR151 activ -1.8 and FBW7 activator -0.3.
COc1cccc(NS(=O)(=O)c2c(Cl)cccc2Cl)c1 was read as TEAD-YAP block 0, MITF primary 4, GPR151 activ 0.0 and FBW7 activator -0.2.
Screening Cc1cc(OC(=O)c2cccc([N+](=O)[O-])c2)c([N+](=O)[O-])c(=O)[nH]1 returned TEAD-YAP block 7, MITF primary 12, GPR151 activ 0.0 and FBW7 activator 0.2.
Screening CC(C(=O)NC1CCCCC1)N1c2cccc3cccc(c23)S1(=O)=O (configuration not stated) returned TEAD-YAP block -3, MITF primary -1, GPR151 activ 0.6 and FBW7 activator -0.2.
Screening N#Cc1ccc(NC(=O)CSc2nc(N)cc(=O)[nH]2)cc1 returned TEAD-YAP block 3, MITF primary 8, GPR151 activ -1.3 and FBW7 activator -0.1.
`O=C(Nc1nnc(COc2ccc(Br)cc2Br)s1)c1cccc2ccccc12` gave TEAD-YAP block -5, MITF primary -7, GPR151 activ -1.9 and FBW7 activator 0.3.
For O=C(CCCCCCCC(=O)NCc1ccco1)NCc1ccco1 the results were TEAD-YAP block 5, MITF primary -15, GPR151 activ 3.2 and FBW7 activator 0.0.
For Cc1cccnc1NC(=O)COc1ccc(C(C)C)cc1 the results were TEAD-YAP block -69, MITF primary -5, GPR151 activ 0.6 and FBW7 activator 0.2.
For O=C(O)/C=C(/c1ccccc1)C(F)(F)F the results were TEAD-YAP block 2, MITF primary -19, GPR151 activ -1.3 and FBW7 activator 0.1.
Screening CCCNC(=O)CC(NS(=O)(=O)c1ccc(Cl)cc1)c1ccco1 (configuration not stated) returned TEAD-YAP block -4, MITF primary 18, GPR151 activ -1.7 and FBW7 activator 0.6.
`O=C(NCCN1CCOCC1)c1ccc2nc(Nc3ccc4ncccc4c3)sc2c1` gave TEAD-YAP block -9, MITF primary 9, GPR151 activ -0.4 and FBW7 activator -0.2.
For NC(=O)NC(c1ccc(Cl)cc1)c1ccccc1Cl (configuration not stated) the results were TEAD-YAP block 6, MITF primary 16, GPR151 activ -0.5 and FBW7 activator 0.6.
CCOC(=O)c1sc2nc(SCC(=O)Nc3cccc(C(F)(F)F)c3)n(Cc3ccccc3)c(=O)c2c1C was read as TEAD-YAP block -4, MITF primary 4, GPR151 activ 0.0 and FBW7 activator 0.1.
CCN(C(=O)c1ccc(N2CC3CC(C2)c2cccc(=O)n2C3)c(NS(=O)(=O)CC23CCC(CC2=O)C3(C)C)c1)c1cccc(C)c1 (configuration not stated) was read as TEAD-YAP block 6, MITF primary 10, GPR151 activ -0.8 and FBW7 activator 0.0.
For CCOC(=O)c1csc(Nc2nc(C(F)(F)F)cc(=O)[nH]2)n1 the results were TEAD-YAP block -2, MITF primary 2, GPR151 activ -0.4 and FBW7 activator 0.4.
O=C(NCc1ccccc1)NC(=O)c1ccncc1 was read as TEAD-YAP block -2, MITF primary -1, GPR151 activ -0.4 and FBW7 activator 0.0.
`Cc1ccc(N(CC(=O)Nc2cccc(C)c2)S(=O)(=O)c2c(C)n[nH]c2C)cc1` gave TEAD-YAP block 5, MITF primary 3, GPR151 activ -0.1 and FBW7 activator 0.0.
Screening S=C(Nc1ccc(Oc2ccccc2)cc1)N(Cc1ccccc1)Cc1cccnc1 returned TEAD-YAP block -5, MITF primary 3, GPR151 activ 0.9 and FBW7 activator -0.1.
`O=C(NNc1nc(-c2ccccc2)c2cc(Br)ccc2n1)c1cccc(Cl)c1` gave TEAD-YAP block 0, MITF primary 19, GPR151 activ -1.3 and FBW7 activator 0.2.
`O=C(N/N=C/c1ccc(O)cc1)c1cncc(Br)c1` gave TEAD-YAP block -3, MITF primary -1, GPR151 activ -2.6 and FBW7 activator -0.2.
Screening CCOC(=O)c1c(NC(=O)c2ccc(-n3cnnn3)cc2)sc2c1CCCC2 returned TEAD-YAP block 0, MITF primary -3, GPR151 activ 1.1 and FBW7 activator -0.1.
Screening COc1ccc(-c2noc(Nc3cc(C)c(Cl)cc3OC)n2)cc1 returned TEAD-YAP block 9, MITF primary 4, GPR151 activ -1.6 and FBW7 activator 0.5.
For C/C=C/C(=O)NNC(=O)Cc1nc2ccccc2n1C the results were TEAD-YAP block -6, MITF primary 14, GPR151 activ 0.9 and FBW7 activator -0.3.

Of the compounds above, these contain two or more sulfur atoms.
For CSc1ccc(CN2C(=O)C(C)Sc3ccc(C#N)cc32)cc1 (configuration not stated) the results were TEAD-YAP block 5, MITF primary 11, GPR151 activ 0.0 and FBW7 activator 0.1.
For CC(=O)C1=C(c2cccs2)N(C(C)=O)n2c(nnc2-c2ccc(Cl)cc2)S1 the results were TEAD-YAP block 16, MITF primary 10, GPR151 activ 1.8 and FBW7 activator -0.1.
Screening Cc1nc(CSc2nc3c(sc(=S)n3-c3ccccc3)c(=O)n2-c2ccccc2)cs1 returned TEAD-YAP block -14, MITF primary -9, GPR151 activ 1.1 and FBW7 activator -0.1.
`COc1ccccc1-n1c(SCC(=O)Nc2nc(C)cs2)nnc1-c1ccccn1` gave TEAD-YAP block 23, MITF primary -3, GPR151 activ -0.5 and FBW7 activator -0.4.
`Cc1ccsc1/C=C(\C#N)C(=O)Nc1cccc(S(=O)(=O)N2CCCCC2)c1` gave TEAD-YAP block 2, MITF primary 5, GPR151 activ -1.3 and FBW7 activator 0.1.
CCOC(=O)c1sc2nc(SCC(=O)Nc3cccc(C(F)(F)F)c3)n(Cc3ccccc3)c(=O)c2c1C was read as TEAD-YAP block -4, MITF primary 4, GPR151 activ 0.0 and FBW7 activator 0.1.
